High-throughput results from PubChem.
TRPC4 potent = TRPC4 (mouse) allosteric potentiation. B-score at 10 µM. Q9QUQ5. actives 0.42% (n = 310,000). HEK293 TRPC4beta/mu-opioid, DAMGO EC20, Fluo-4 Ca2+ flux; active compounds read high. AID 2227;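 active = B-score of calcium response area above 5 SD of library B-scores, with initial fluorescence ratio within 5 SD of library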;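 note: B-score of integrated fluorescence ratio over time as area under calcium response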
TRPC6 inh = blocks the mouse TRPC6 cation channel; AID 2553; HEK293-TRPC6, membrane potential dye, ACh-evoked depolarization; active compounds read low; Q61143; actives 1.1% (n = 310,000); B-score at 10 µM;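 active = B-score under library mean minus 3 SD, initial fluorescence not abnormally high, positive integrated signal ratio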;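 note: B-score derived from integrated fluorescence ratio over the kinetic read; more negative B-score means stronger inhibition of depolarization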
HIF act = HIF pathway transcriptional activation | activation, % at 7.5 µM (by protocol) | actives 0.32% (n = 300,000) | U2OS HRE-luciferase reporter, luminescence; normalized: DMSO 0%, desferrioxamine 100% | AID 1910;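 active = mean activation of at least 10% of the iron chelator positive control signal, with at least half of replicates also reaching 10%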
KLF5 inhibitor = suppresses KLF5 promoter-driven expression; DLD-1 KLF5 promoter-luciferase reporter, luminescence; inhibition, % at 5 µM; actives 0.23% (n = 290,000); AID 1700;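 active = inhibition above a per-plate limit of that plate's mean compound inhibition plus 3 SD, cut at about 60% in these data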;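 note: 0% = DMSO wells and 100% = LY294002 at 200 µM; higher means less KLF5 promoter-driven luciferase light; inactives centre near -14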
aSyn 5UTR inh = MLPCN primary screen, SNCA 5' untranslated region; alpha-synuclein 5'UTR reporter, inhibitor activity; AID 1813; actives 0.82% (n = 300,000); inhibition, % (tested at 7.5 µM); in the data active = inhibition above about 60%;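 note: H4 neuroglioblastoma cells stably carrying SNCA 5'UTR luciferase fusion; 0% = DMSO wells and 100% = positive control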
MrgX1 antagonist = blocks BAM8-22 activation of human MrgX1 receptor | Q96LB2 | MRGX1-HEK293 calcium flux, Fluo-4, BAM8-22 antagonism; active compounds read low | B-score at 10 µM | actives 1.3% (n = 310,000) | AID 588676;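 active = calcium-response B-score plate-corrected more than 3 library SD below zero, starting fluorescence within 5 deviations, no agonist response on first addition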;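 note: peak minus trough fluorescence over baseline after final BAM8-22 challenge near maximal dose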
Target sequence (Q96LB2 whole entry, looked up): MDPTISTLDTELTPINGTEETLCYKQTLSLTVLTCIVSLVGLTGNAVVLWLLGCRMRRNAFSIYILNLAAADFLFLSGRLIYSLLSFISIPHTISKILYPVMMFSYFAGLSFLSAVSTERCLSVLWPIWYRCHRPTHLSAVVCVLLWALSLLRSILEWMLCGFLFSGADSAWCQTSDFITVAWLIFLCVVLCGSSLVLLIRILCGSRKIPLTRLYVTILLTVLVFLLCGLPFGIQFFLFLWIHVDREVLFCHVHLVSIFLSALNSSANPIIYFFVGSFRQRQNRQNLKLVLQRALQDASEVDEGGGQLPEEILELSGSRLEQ
TRPC4 block = inhibitors of mouse TRPC4 channel; B-score at 10 µM; Q9QUQ5; AID 2247; actives 0.39% (n = 300,000); HEK293 TRPC4beta/mu-opioid, DAMGO-evoked Fluo4 calcium flux; active compounds read low;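 active = B-score over 3 SD under the library average, no early fluorescence shift, positive overall ratio signal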
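Assay system: TRPC4beta/mu-opioid receptor HEK293 cell line; compound dosing: single concentration per test compound; detection: Fluo4 Ca2+ flux fluorescence; evaluation: per-well B score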
IEC-6 cytotox = counter-screen for KLF5 inhibitors: cytotoxicity in IEC-6 cells. IEC-6 cytotoxicity, luminescence viability. inhibition, % at 5 µM. actives 0.78% (n = 290,000); in the data active = inhibition above about 22%;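 note: 0% = plate median of test compound wells and 100% = cytotoxic reference compound wells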
TRPC4 agonist = activators of mouse TRPC4 channel. Q9QUQ5. HEK293 TRPC4beta/mu-opioid, Fluo4 calcium fluorescence; active compounds read high. B-score at 10 µM. actives 0.49% (n = 310,000);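 active = B-score above 5 SD of library B-scores, and initial fluorescence ratio not above library mean plus 5 SD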;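 note: positive B-score marks a calcium rise read as TRPC4 activation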
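Test system: HEK293 cells stably co-expressing mouse TRPC4beta and mu-opioid receptor | Schedule: Fluo4 dye loading 45 min at room temperature, 110 s recording | Measured by: Kinetic Fluo4 calcium fluorescence, 5 s baseline at 1 Hz | Evaluation: B score of integrated ratio | Controls: Buffer (low) and maximal DAMGO (high)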
TRPC6 activator = mouse TRPC6 channel activation; HEK293-TRPC6 membrane potential dye fluorescence; active compounds read high; B-score at 10 µM; Q61143; AID 2550; actives 0.13% (n = 310,000);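 active = B-score of the integrated fluorescence ratio above library mean plus 3 SD, and starting fluorescence ratio within library mean plus 5 SD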;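 note: higher score means more depolarization so channel activation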
SKKanGAS inh = SKKanGAS growth inhibition; actives 1.3% (n = 300,000); inhibition, % at 7.5 µM; S. pyogenes SKKanGAS, kanamycin growth, BacTiter-Glo, 6 h; AID 1662;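 active = mean replicate score, as percent of positive control median, at least 50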;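 note: strain carries kanamycin resistance gene driven by streptokinase promoter and grows in 40 µg/ml kanamycin; loss of luminescence reflects streptokinase promoter inhibition or plain growth inhibition; 0% = median of DMSO wells and 100% = positive control at its reference dose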
The depositor's hits bear a star; i = inactive; nt = no result given.

SMILES	TRPC4 potent	TRPC6 inh	HIF act	KLF5 inhibitor	aSyn 5UTR inh	MrgX1 antagonist	TRPC4 block	IEC-6 cytotox	TRPC4 agonist	TRPC6 activator	SKKanGAS inh
Cc1nnc(NC(=O)C2CCN(c3cnccn3)CC2)s1	i	i	0.4	-30.8	-16.6	i	i	0.5	i	i	-2.9
COc1ccc(Br)cc1C(=O)N/N=C/c1cccnc1	i	i	-0.8	-10.7	-17.7	i	i	-1.0	i	i	-4.8
CCN1CCCC1CNC(=O)Cn1cccc1C(=O)c1ccccc1 (stereo unspecified)	i	i	0.0	-18.9	25.3	i	i	1.6	i	i	1.1
CCCCONc1ncnc2nonc12	i	i	-0.3	2.1	4.9	i	i	8.0	i	i	-3.0
Nc1nc(NCCCN2CCOCC2)nc(Nc2ccccc2F)c1[N+](=O)[O-]	i	i	-0.2	-13.1	27.8	i	i	-4.0	i	i	0.5
COc1ccc(-c2cc(C(F)(F)F)nc(SCc3cccc(C(=O)O)c3)n2)cc1	i	i	0.2	5.1	-2.7	i	i	3.0	i	i	12.2
O=C(COC(=O)c1ccccc1Nc1ccccc1)NCc1ccccc1Cl	i	i	683.2*	3.2	32.6	i	i	-1.8	i	i	-2.7
CCCNC(=O)CN1CCC(c2nc3ccccc3[nH]2)CC1	i	i	-0.2	-21.7	45.1	i	i	-3.6	i	i	-4.7
O=C(NNC(=O)C1CC1)c1ccc(-c2ccccc2)cc1	i	i	0.1	-43.1	-13.1	i	i	6.2	i	i	-4.9
O=C(Nc1ccccc1Cl)C1CCCN(S(=O)(=O)c2ccc(F)cc2)C1 (stereo unspecified)	i	i	-0.2	-15.7	9.2	i	i	-0.5	i	i	-7.6
CN=C(Nc1cc(C)nn1-c1ccccc1)c1ccccc1	i	i	-0.4	-17.4	4.6	i	i	-0.3	i	i	1.1
N#Cc1c(-c2ccccc2)cc(-c2ccccc2)[nH]c1=O	i	i	-0.5	-28.7	21.5	i	i	5.8	i	i	1.2
CCc1cccc(NC(=O)CCSCCC(=O)Nc2cccc(CC)c2)c1	i	i	0.3	-16.1	12.0	i	i	-1.1	i	i	1.2
O=C(O)/C=C\C(=O)NNC(=O)c1cc(-c2ccccc2)n[nH]1	i	i	0.5	9.9	11.3	i	i	2.1	i	i	-7.0
CCCNC(=O)C1(CC2CC(c3ccccc3)=NO2)CCN(C(=O)CCCCCBr)CC1 (stereo unspecified)	i	i	0.0	nt	-7.5	i	i	nt	i	i	-2.7
O=C(Nc1ccc(F)cc1)c1cn(-c2ccccc2)nc1-c1ccncc1	i	i	0.8	-10.2	-16.5	i	i	-6.5	i	i	-11.3
O=C(C1=C(O)C(=O)N(Cc2ccco2)C1c1ccccc1)c1cccs1 (stereo unspecified)	i	i	0.6	5.1	-1.8	i	i	3.2	i	i	10.3
COc1cccc(/C=C/C(=O)OCC(=O)Nc2ccc(Cl)c(S(=O)(=O)N(C)C)c2)c1OC	i	i	0.0	-8.7	-2.9	i	i	-2.1	i	i	11.4
CCOC(=O)c1c(/N=C/C2=C(O)CCCC2=O)sc(C)c1C	i	i	-0.4	-14.6	0.8	i	i	-3.8	i	i	3.1
CN(CC(=O)Nc1ccc(F)cc1)C(=O)CSc1nncs1	i	i	0.6	-14.6	4.9	i	i	1.6	i	i	19.1

3 records picked at random from those above, as already listed:
SMILES	TRPC4 potent	TRPC6 inh	HIF act	KLF5 inhibitor	aSyn 5UTR inh	MrgX1 antagonist	TRPC4 block	IEC-6 cytotox	TRPC4 agonist	TRPC6 activator	SKKanGAS inh
CCCNC(=O)C1(CC2CC(c3ccccc3)=NO2)CCN(C(=O)CCCCCBr)CC1 (stereo unspecified)	i	i	0.0	nt	-7.5	i	i	nt	i	i	-2.7
O=C(C1=C(O)C(=O)N(Cc2ccco2)C1c1ccccc1)c1cccs1 (stereo unspecified)	i	i	0.6	5.1	-1.8	i	i	3.2	i	i	10.3
N#Cc1c(-c2ccccc2)cc(-c2ccccc2)[nH]c1=O	i	i	-0.5	-28.7	21.5	i	i	5.8	i	i	1.2

Next section
SMILES	TRPC4 potent	TRPC6 inh	HIF act	KLF5 inhibitor	aSyn 5UTR inh	MrgX1 antagonist	TRPC4 block	IEC-6 cytotox	TRPC4 agonist	TRPC6 activator	SKKanGAS inh
COc1ccccc1NC(=S)N1CCn2cccc2C1c1cccnc1 (stereo unspecified)	i	i	-0.9	-22.4	13.1	i	i	5.7	i	i	-0.3
COC(=O)COc1cccc(NS(=O)(=O)c2cccc([N+](=O)[O-])c2)c1	i	i	-0.2	-8.9	2.1	i	i	5.2	i	i	1.8
Cc1ccc(CNC(=O)c2ccc(S(=O)(=O)Nc3c(C)n(C)n(-c4ccccc4)c3=O)cc2)cc1	i	i	-0.6	-5.0	-9.3	i	i	-1.3	i	i	-5.5
O=C(CSc1nc2ccccc2c(=O)n1Cc1ccccc1)Nc1ccc(Br)cc1C(=O)O	i	i	0.2	8.1	7.1	i	i	34.2*	i	i	52.1*
O=C(NNc1ccc([N+](=O)[O-])cc1)C1C2CCCCC21 (stereo unspecified)	i	i	-0.2	-18.8	2.7	i	i	-0.8	i	i	-1.2
Cc1ccc(CC(=O)N2CCC(c3nc4c(nnn4Cc4ccccc4)c(=O)[nH]3)CC2)cc1	i	i	-0.3	-13.2	7.8	i	i	-0.2	i	i	-2.9
O=C1Cc2ccccc2C(=O)N1c1cccc(Cl)c1	i	i	-0.2	0.1	-7.3	i	i	-1.0	i	i	12.2
COc1cccc(NC(=O)Cn2c3ccc(F)cc3c3nc4n(c(=O)c32)CCCS4)c1	i	i	-1.0	-6.8	28.3	i	i	-2.9	i	i	24.1
O=C(c1ccccc1[N+](=O)[O-])N1CCCN(C(=O)c2ccccc2[N+](=O)[O-])CC1	i	i	-0.4	4.9	15.8	i	i	1.1	i	i	-5.1
Cc1sc2nc(SCC(=O)NCCOCCO)nc(N)c2c1C	i	i	0.2	-16.2	11.8	i	i	0.3	i	i	-4.6
CCOC(=O)C1=C(C)NC(C)=C(C(=O)OCC)C1/C=C/c1ccccc1	i	i	-0.4	-23.0	21.9	i	i	-6.1	i	i	0.8
O=C1NC(=Nc2ccc(F)cc2)SC1Cc1ccc(F)cc1 (stereo unspecified)	i	i	0.1	-6.6	-1.2	i	i	-15.9	i	i	3.7
CCOc1ccc(C(C(=O)NC2CCCC2)N(Cc2ccccc2)C(=O)c2nsc(Cl)c2Cl)cc1 (stereo unspecified)	i	i	-1.1	-19.4	24.0	i	i	-6.8	i	i	7.8
COc1ccc(OCC2CNC(=O)O2)cc1 (stereo unspecified)	i	i	-0.1	11.9	10.9	i	i	5.1	i	i	-2.9
c1ccc(CSc2nnc(-c3c[nH]c4ccccc34)o2)cc1	i	i	5.1	-61.6	-151.5	i	i	1.8	i	i	-7.5
O=C(O)c1cc2c(N3CCC(Cc4ccccc4)CC3)ncnc2s1	i	i	-0.2	0.1	2.2	i	i	-1.6	i	i	37.8
Cc1c2cnn(CC(=O)NC3CCCC3)c(=O)c2c(C)n1Cc1ccccc1	i	i	1.0	-132.8	-100.3	i	i	1.7	i	i	-0.7
O=C(NCCC1=CCCCC1)C1CCCN(S(=O)(=O)c2cnc[nH]2)C1 (stereo unspecified)	i	i	nt	-21.7	7.3	i	i	-3.2	i	i	-1.9
O=C(Nc1ccc(C2CC2(Cl)Cl)cc1)c1cccc([N+](=O)[O-])c1 (stereo unspecified)	i	i	2.4	-167.3	-92.3	i	i	5.4	i	i	7.5
CC(C)C(=O)N1CCN(c2ccc(NC(=O)c3ccco3)cc2Cl)CC1	i	i	0.0	-9.3	-10.9	i	i	5.8	i	i	-6.3
CC(C)(C)CC(=O)NC(=S)NCCc1ccccc1	i	i	1.3	-5.5	-35.8	i	i	-4.1	i	i	-6.0
Cc1cc(NC(=O)CSCc2ccccc2)no1	i	i	-0.1	-16.4	-1.0	i	i	-7.6	i	i	1.3
CCOC(=O)CN1CC23C=CC(O2)C(C(=O)NCc2ccccc2OC)C3C1=O (stereo unspecified)	i	i	0.0	-30.4	8.9	i	i	-1.3	i	i	-2.2
COc1ccc(N/C=C/C(=O)C(F)(F)F)cc1	i	i	0.6	-15.1	-0.2	i	i	-2.1	i	i	-4.7
COc1ccc(S(=O)(=O)Cc2ccc(C(=O)N3CCN(c4cccc(C)c4)C(C)C3)o2)cc1 (stereo unspecified)	i	i	nt	3.0	39.4	i	i	5.2	i	i	-5.8
Cc1ccc(S(=O)(=O)NC(C)(C)CN2CCC(Cc3ccccc3)CC2)cc1	i	i	-0.3	-3.8	-22.3	i	i	1.1	i	i	-4.1
COc1ccc(OC)c(NC(=O)Nc2ccc3c(c2)OCO3)c1	i	i	0.8	-45.3	-13.1	i	i	3.2	i	i	34.5
O=C(C(c1ccccc1)c1ccccc1)N1CCCc2ccccc21	i	i	1.1	-7.3	6.0	i	i	0.7	i	i	5.2
CC1(C)CC(NNCCC#N)=CC(=[N+]2CCCC2)C1	i	i	-0.2	-20.1	-25.1	i	i	1.6	i	i	-10.1
COc1cc(/C=N/n2cnnc2)ccc1OCc1ccccc1	i	i	2.2	-11.5	-72.0	i	i	-9.2	i	i	-11.8
CCOC(=O)CC(=O)CSc1nc(N)c(C#N)c(-c2ccc(F)cc2)c1C#N	i	i	0.1	-22.1	-10.5	i	i	-4.3	i	i	36.7
Cc1cccc2sc(N(CCN(C)C)C(=O)c3cc(Cl)sc3Cl)nc12	12*	i	0.5	-15.3	-85.3	i	i	2.0	i	i	-10.7
C=CCc1cc(S(=O)(=O)c2ccc(O)c(CC=C)c2)ccc1O	i	i	0.5	-16.7	6.1	i	i	2.2	i	i	9.7
Cc1cccc(NC(=S)NC(=O)/C=C/c2ccco2)c1	i	i	2.7	74.0*	-59.8	i	i	78.6*	i	i	3.3
Cc1ccc(NC(=O)CCc2nnc3ccc(NCc4ccco4)nn23)cc1F	i	i	-0.3	-16.1	-48.8	i	i	-6.8	i	i	-8.3
O=C1NN(c2cccc(Br)c2)C(=O)/C1=C\c1ccc(O)cc1	i	i	-0.3	-15.4	14.1	i	i	-4.6	i	i	1.0
CC(Oc1ccc(C(=O)NCCc2ccccc2)cc1)C(=O)O (stereo unspecified)	i	i	0.0	3.2	-4.5	i	i	-0.7	i	i	-1.5
Cn1cc(C(=O)N/N=C/c2ccc3c(c2)OCO3)c2ccccc21	i	i	3.0	32.0	-275.8	i	i	52.7*	i	i	1.1
C=CCNC(=O)c1onc(CSc2ccccc2C)c1C(=O)O	i	i	-0.1	-47.6	6.2	i	i	-1.5	i	i	4.4
CC(=O)c1cccc(NC(=O)CCNS(=O)(=O)c2cccc(C(C)=O)c2)c1	i	i	-0.1	12.6	-12.9	i	i	2.3	i	i	-1.3
